M5 PAM: positive allosteric modulators of human muscarinic M5 receptor; AID 624038; activation, % at 3 µM; hit rate 0.3% among 360,000; CHO-K1 hM5, Fluo-8 calcium, ACh EC20 PAM; 0% = ACh EC20, 100% = ACh EC100;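 active = activation above the run cutoff, the mean activation of all test compounds plus 3 SD, cut at about 18% in these data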
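Assay system: CHO-K1 hM5 cells / Incubation: Fluo-8 loading 80 min at 37 °C plus 30 min room temperature / Technique: Fluo-8 calcium dye fluorescence, kinetic read / Repeats: single replicate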
CHRM1 PAM: positive allosteric modulators of human M1 muscarinic receptor | AID 588819 | hit rate 0.088% among 360,000 | activation, % at 3 µM | CHO-K1 hM1, Fluo-8 calcium fluorescence, ACh EC20; 0% = ACh EC20, 100% = maximal ACh; in the data active = activation above about 19%, passing the limit was not always enough
CHRM1 antagonist: antagonists of human M1 muscarinic receptor; CHO-K1 hM1, Fluo-8 calcium fluorescence, ACh EC80 antagonist; hit rate 1.3% among 360,000; inhibition, % at 3 µM; P11229;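 active = percent inhibition above its own plate's cutoff, namely the mean of that plate's compound wells plus 3 SD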;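 also: peak over basal fluorescence ratio during 140 s after agonist addition; 0% = ACh EC80 plus DMSO and 100% = DMSO alone without agonist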
CHRM1 agonist: activates human CHRM1 receptor; P11229; CHO-K1 hM1, Fluo-8 calcium fluorescence, agonist mode; 0% DMSO, 100% acetylcholine EC100; activation, % at 3 µM; hit rate 0.33% among 360,000; AID 588814;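 active = activation above the run's mean compound activation plus 3 SD, cut at about 16% in these data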;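 also: peak over basal fluorescence ratio within a 140 s kinetic read after compound addition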
CHRM5 agonist: CHRM5 agonism in calcium assay; P08912; CHO-K1 hM5 cells, Fluo-8 calcium fluorescence; 0% DMSO wells, 100% maximal acetylcholine response; activation, % at 3 µM; hit rate 0.19% among 360,000;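 active = activation above the run's mean over test compounds plus 3 SD, cut at about 23% in these data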;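 also: signal is peak over basal fluorescence ratio across the kinetic read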
CHRM4 antagonist: antagonists of human muscarinic M4 receptor (CHRM4) | P08173 | CHO-hM4 cells, ACh EC80, Fluo-8 calcium fluorescence | inhibition, % at 3 µM | hit rate 0.73% among 360,000;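 active = inhibition above its plate's cutoff, the mean inhibition of sample wells plus 3 SD, cut at about 27% in these data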;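 also: 0% = acetylcholine EC80 with DMSO and 100% = DMSO without agonist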
Target sequence (P08173 whole entry, looked up): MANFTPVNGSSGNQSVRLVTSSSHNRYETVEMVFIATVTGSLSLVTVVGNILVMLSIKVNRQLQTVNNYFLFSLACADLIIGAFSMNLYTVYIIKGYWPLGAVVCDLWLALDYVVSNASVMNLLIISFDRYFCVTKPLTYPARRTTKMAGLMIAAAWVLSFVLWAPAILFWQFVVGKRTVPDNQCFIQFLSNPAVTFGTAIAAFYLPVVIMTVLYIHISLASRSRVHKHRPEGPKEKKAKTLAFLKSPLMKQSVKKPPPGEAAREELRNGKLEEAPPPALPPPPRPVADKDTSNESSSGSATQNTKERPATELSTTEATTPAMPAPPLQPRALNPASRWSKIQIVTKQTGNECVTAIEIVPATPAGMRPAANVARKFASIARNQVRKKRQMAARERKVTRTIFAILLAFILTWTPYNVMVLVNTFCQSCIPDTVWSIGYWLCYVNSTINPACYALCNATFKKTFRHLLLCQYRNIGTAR
M4 ag: CHRM4 agonism in calcium assay | P08173 | CHO-K1 hM4/Gqi5, Fluo-8 calcium fluorescence; vehicle 0%, full acetylcholine response 100% | activation, % at 3 µM | hit rate 0.14% among 360,000;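 active = activation above the run mean over all test wells plus 3 SD, cut at about 32% in these data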;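 also: peak over basal fluorescence ratio per well then scaled between controls; 0% = DMSO wells and 100% = acetylcholine at EC100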
TAAR1 agonist: agonists of human TAAR1; Q96RJ0; CHO RD-HGA16 TAAR1, Fluo-8 calcium fluorescence; vehicle wells 0%, saturating PEA agonist 100%; activation, % at 3 µM; hit rate 0.99% among 360,000; AID 624467;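 active = activation above the mean activation of all test compounds in the run plus 3 SD, cut at about 38% in these data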
Target sequence (Q96RJ0 whole entry, looked up): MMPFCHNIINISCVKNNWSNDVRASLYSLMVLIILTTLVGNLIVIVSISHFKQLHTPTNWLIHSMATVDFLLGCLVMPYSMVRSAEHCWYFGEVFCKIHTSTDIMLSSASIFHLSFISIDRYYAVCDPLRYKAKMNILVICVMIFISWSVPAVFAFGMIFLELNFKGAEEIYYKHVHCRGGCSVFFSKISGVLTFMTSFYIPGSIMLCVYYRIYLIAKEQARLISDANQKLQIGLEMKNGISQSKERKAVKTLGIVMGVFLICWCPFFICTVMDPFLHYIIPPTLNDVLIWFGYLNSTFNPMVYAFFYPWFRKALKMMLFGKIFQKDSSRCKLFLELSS
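Signal – calcium-sensitive Fluo-8 signal, excitation 470-495, emission 515-575 nm · System – RD-HGA16 (CHO) cells co-expressing Gα16 and hTAAR1 · Incubation – 17-24 h seeding, 75 min 37 °C dye, 30 min RT · Compound dosing – 3 µM single concentration · Repeats – no replicates (n 1)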
M5 antag: CHRM5 antagonism in calcium assay; hit rate 0.59% among 360,000; P08912; inhibition, % at 3 µM; CHO-hM5 cells, Fluo-8 calcium fluorescence, ACh EC80;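 active = inhibition above a per-plate cutoff, the mean of that plate's test compounds plus 3 SD, cut at about 27% in these data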;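 also: 0% = acetylcholine EC80 with DMSO and 100% = DMSO without agonist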
Numbers without * were called inactive; . = not tested or not shown. Only part of the results is shown, so the mix of outcomes need not match the whole.

| smiles | M5 PAM | CHRM1 PAM | CHRM1 antagonist | CHRM1 agonist | CHRM5 agonist | CHRM4 antagonist | M4 ag | TAAR1 agonist | M5 antag |
| --- | --- | --- | --- | --- | --- | --- | --- | --- | --- |
| COc1cc(C(=O)OCC(=O)Nc2ccccc2C(=O)NC2CC2)c([N+](=O)[O-])cc1OC | 7 | 15 | -10 | -3 | 2 | -15 | 1 | 4 | -3 |
| CCCCCN(C(=O)CCC(=O)OCC(=O)N1CCCCC1CC)c1c(N)n(CCCC)c(=O)[nH]c1=O (stereo unspecified) | 2 | 7 | -9 | -5 | 0 | -5 | 1 | -1 | 4 |
| O=[N+]([O-])c1ccc(/C=C/c2ccc3cccc(O)c3n2)cc1 | 2 | 6 | -15 | -4 | 0 | 1 | 1 | 5 | 0 |
| CSc1ncccc1C(=O)NC1CCCc2c1cnn2-c1ccc(C)c(C)c1 (stereo unspecified) | 0 | -3 | 4 | -1 | -2 | 3 | 3 | -2 | 0 |
| CCOc1ccccc1NC(=O)CSc1n[nH]c(=O)n1-c1ccccc1 | 2 | 3 | -9 | -4 | 1 | -1 | 2 | 4 | -5 |
| Cc1cc(/C=C2\SC(=O)NC2=O)c(C)n1-c1ccc(N2CCOCC2)cc1 | 5 | 19 | -21 | 9 | 7 | -1 | 2 | 60* | 1 |
| COc1ccc2c(C)c(C)c(=O)oc2c1OC | -4 | 7 | -9 | -3 | 2 | 0 | 2 | 5 | -5 |
| Cc1cc(NCCCn2ccnc2)n2nc(C)c(-c3ccc(Cl)cc3)c2n1 | -2 | -13 | 16 | -13 | -5 | 4 | 1 | 8 | 2 |
| O=C(CCNC(=O)c1ccccc1Cl)Nc1cc(C(F)(F)F)ccc1N1CCCC1 | 3 | 13 | -20 | -1 | 1 | -3 | 3 | 0 | 4 |
| Cc1ccc(NC(=O)COC(=O)c2c(-c3ccccc3)noc2C)cc1 | -6 | -5 | 6 | -5 | -2 | -7 | 0 | -1 | -2 |
| COc1ccc(CC(=O)N/N=C/C=C/c2ccc3c(c2)OCO3)cc1OC | -5 | 9 | -10 | -2 | -1 | -1 | 2 | 4 | -4 |
| Cc1cc(CNC(=O)CC2C(=O)NCCN2CC(C)(C)C)nn1C (stereo unspecified) | -3 | 5 | 0 | -5 | -3 | 0 | 1 | 6 | 0 |

3 compounds from above, limited to M5 antag.
Molecule,M5 antag
Cc1cc(/C=C2\SC(=O)NC2=O)c(C)n1-c1ccc(N2CCOCC2)cc1,1
Cc1cc(CNC(=O)CC2C(=O)NCCN2CC(C)(C)C)nn1C (stereo unspecified),0
O=C(CCNC(=O)c1ccccc1Cl)Nc1cc(C(F)(F)F)ccc1N1CCCC1,4

The list goes on:
| smiles | M5 PAM | CHRM1 PAM | CHRM1 antagonist | CHRM1 agonist | CHRM5 agonist | CHRM4 antagonist | M4 ag | TAAR1 agonist | M5 antag |
| --- | --- | --- | --- | --- | --- | --- | --- | --- | --- |
| CCO[C@H]1OC(C(=O)N2CCN(Cc3ccc4c(c3)OCO4)CC2)=C[C@@H](C)[C@@H]1CCCO | -2 | 5 | 2 | -4 | 0 | 0 | 9 | 11 | 15 |
| CCOC(=O)C1(C)CCCN(C(=O)c2ccccc2OC(F)(F)F)C1 (stereo unspecified) | 0 | -1 | -1 | -4 | 1 | -5 | 0 | 1 | -1 |
| COc1ccc(CCNC(=O)C(=O)NCC2CCCN2S(=O)(=O)c2cccs2)cc1OC (stereo unspecified) | -11 | -6 | 2 | -5 | 1 | 6 | 14 | 10 | 3 |
| Cc1noc(/C=C/c2ccco2)c1S(=O)(=O)N1CCC(C(=O)N(C)Cc2ccccc2)CC1 | 1 | 4 | -1 | -4 | 2 | 15 | 0 | 2 | 6 |
| Clc1ccccc1N1CCN(Cc2c[nH]c3ccccc23)CC1 | 1 | 12 | -12 | 0 | -6 | 13 | 13 | 32 | 10 |
| CCN1CCc2c(sc(NC(=O)c3ccc(C(=O)c4ccccc4)cc3)c2C(N)=O)C1 | 0 | 10 | -15 | -5 | -2 | -13 | 6 | 13 | -6 |
| CC1(C)N=C(c2cccc(F)c2)C(=O)N1 | 2 | 17 | -5 | 8 | 0 | -10 | 2 | . | 6 |
| CC(=O)c1cccc(N(CC(=O)NC2CCCCC2)C(=O)c2csnn2)c1 | -1 | 12 | -10 | -3 | -2 | -6 | 0 | -3 | 7 |
| Cc1cccc(C)c1NC(=O)C1c2ccccc2OCC(=O)N1Cc1ccccc1 (stereo unspecified) | -5 | . | . | . | -1 | -14 | -1 | 3 | 2 |
| S=C(NCCN1CCOCC1)N/N=C/c1ccccc1 | -1 | 7 | -3 | -4 | -6 | 1 | 1 | 11 | 12 |
| COc1cc(-c2c(C#N)c(=O)[nH]c3c2c(C)nn3-c2ccccc2)ccc1O | -3 | 6 | 2 | 1 | 3 | 11 | 0 | 1 | 2 |
| CCOc1cc(C2Nc3cccc4cccc(c34)N2)ccc1O | 7 | 11 | -13 | 2 | -2 | 2 | 0 | . | -3 |

Single values from the results shown:
For CHRM1 agonist, Cc1cc(/C=C2\SC(=O)NC2=O)c(C)n1-c1ccc(N2CCOCC2)cc1 shows 9
For CHRM4 antagonist, COc1cc(C(=O)OCC(=O)Nc2ccccc2C(=O)NC2CC2)c([N+](=O)[O-])cc1OC shows -15
For M5 PAM, COc1ccc(CC(=O)N/N=C/C=C/c2ccc3c(c2)OCO3)cc1OC shows -5

One compound at a time (already shown):
Listed for S=C(NCCN1CCOCC1)N/N=C/c1ccccc1 = M5 PAM = -1; CHRM1 PAM = 7; CHRM1 antagonist = -3; CHRM1 agonist = -4; CHRM5 agonist = -6; CHRM4 antagonist = 1; M4 ag = 1; TAAR1 agonist = 11; M5 antag = 12
Listed for COc1cc(-c2c(C#N)c(=O)[nH]c3c2c(C)nn3-c2ccccc2)ccc1O = M5 PAM = -3; CHRM1 PAM = 6; CHRM1 antagonist = 2; CHRM1 agonist = 1; CHRM5 agonist = 3; CHRM4 antagonist = 11; M4 ag = 0; TAAR1 agonist = 1; M5 antag = 2

The results go on.
| smiles | M5 PAM | CHRM1 PAM | CHRM1 antagonist | CHRM1 agonist | CHRM5 agonist | CHRM4 antagonist | M4 ag | TAAR1 agonist | M5 antag |
| --- | --- | --- | --- | --- | --- | --- | --- | --- | --- |
| CC1=NC(=O)C(N=Nc2cccc(O)c2)N1c1ccccc1 (stereo unspecified) | 0 | 2 | -4 | 10 | 4 | 4 | 2 | 9 | 5 |
| Cc1ccnc(N2CCC(C(=O)NCc3ccccc3F)CC2)n1 | 2 | 5 | 3 | -12 | 1 | 3 | 2 | 13 | -8 |
| CCOC(=O)[C@]12CCC=C1N(Cc1ccc3c(c1)OCO3)C(=O)[C@H](CC(=O)NCCC(C)C)C2 | -6 | . | . | . | -1 | -10 | -1 | 3 | 4 |
| CC(C)[C@H](NS(=O)(=O)c1ccccc1)C(=O)OCC(=O)NC(=O)c1cccn1C | 0 | 9 | -10 | -2 | 1 | -11 | 19 | 4 | -3 |
| CSCC[C@H](NC(=O)Cc1c(C)c2cc3c4c(oc3cc2oc1=O)CCCC4)C(=O)O | 4 | 9 | -11 | -10 | -3 | -4 | 0 | 2 | 10 |
| CC(C)(C)OC(=O)NCc1ccc(NC(=O)c2nc[nH]c2C(=O)NCCCCNC(=O)c2[nH]cnc2C(=O)Nc2ccc(CNC(=O)OC(C)(C)C)cc2)cc1 | -1 | 0 | -4 | -2 | -2 | -22 | 2 | . | 3 |
| CC(C)C(=O)Nc1nnc(SCC(=O)Nc2ccc3c(c2)OCO3)s1 | 1 | 3 | -2 | -2 | 2 | 2 | 2 | 1 | 0 |
| C=CCN1C(=O)/C(=C\c2ccc(Cl)cc2)N=C1SCC(=O)NCCC | 0 | 1 | -1 | -3 | 2 | 6 | 0 | 2 | 2 |
| CCOc1ccc(S(=O)(=O)NCCC(=O)OCN2C(=O)c3ccccc3C2=O)cc1 | -2 | -1 | 0 | -2 | -2 | -4 | 2 | 0 | -2 |
| Cc1cccc(C)c1NC(=S)/N=C/N(C)C | -5 | 6 | -2 | -10 | 0 | -7 | 0 | 8 | 0 |
| O=C(c1ccc(C(=O)N2CCN(c3ccccc3F)CC2)nc1)N1CCN(c2ccccc2F)CC1 | -4 | 10 | -18 | -3 | -1 | -19 | 0 | 1 | 9 |
| N#Cc1ccccc1OCC(=O)NNC(=O)CNC(=O)c1cccc(Br)c1 | -5 | 0 | 6 | -2 | 1 | 4 | 0 | 9 | 7 |
| Cc1nc2ccc(N)cc2s1 | -2 | 11 | -16 | -1 | -1 | -4 | 1 | 1 | -5 |
| Cc1ccccc1OCC(=O)NN1Cc2ccccc2C1=N | 5 | 6 | -17 | -3 | -7 | -2 | 1 | 4 | 1 |
| CC(C)N(Cc1nc(-c2ccccc2)no1)C(=O)c1ccc([N+](=O)[O-])cc1 | 0 | 2 | -7 | -6 | -11 | 4 | 0 | 7 | 8 |
| COc1ccc(C(=O)OCc2ccc(C)cc2)cc1S(=O)(=O)N1CCOCC1 | 4 | 5 | 0 | -4 | -2 | -1 | 2 | 12 | 6 |
| Oc1[nH]c2ccccc2c1N=Nc1c(F)c(F)c(C(F)(F)F)c(F)c1F | 1 | 5 | -6 | -3 | -4 | -4 | 1 | 4 | -2 |
| O=S(=O)(c1ccccc1)N1CCN(C(=S)Nc2ccc(F)cc2)CC1 | -4 | 2 | -3 | -7 | -4 | 3 | 2 | 3 | -4 |
| Cc1ccc(-n2cc(CNCCCn3cccn3)c(-c3cccc(C)c3)n2)cc1 | 2 | -4 | -2 | -1 | 3 | 1 | 14 | 22 | -4 |
| CCOC(=O)CSc1cc(C)nc2ccc(OC)cc12 | -8 | -6 | -4 | -5 | -1 | 19 | 2 | 7 | 10 |
| O=C(NNC(=O)C1[C@H]2CCCC[C@@H]12)Nc1cccc2ccccc12 (stereo partly specified) | 7 | 5 | -13 | 1 | -1 | -13 | 3 | 5 | -8 |
| COC(=O)C1=C(Nc2ccc(C)cc2)C=C(C)C(C(=O)OC)C1c1ccc(OC)cc1 (stereo unspecified) | -4 | -3 | 5 | -6 | 1 | 18 | -2 | 1 | 7 |
| COCCn1c(CN(C)Cc2ccccc2)nc2c1c(=O)n(C)c(=O)n2C | -8 | 17 | -12 | 8 | 3 | -18 | 4 | 4 | 0 |
| CCOC(=O)c1c(C)[nH]c(C(=O)CSc2nnnn2-c2ccc(C)cc2)c1C | 5 | 4 | -6 | -6 | 2 | 1 | 3 | 4 | 0 |
| O=[N+]([O-])c1ccc2c(c1)nc1n2CCCCC1 | -2 | 9 | -7 | -15 | -7 | 1 | 1 | 1 | 6 |
| CN(C)CC/C=C1/c2cc(F)ccc2Sc2ccc(Cl)cc21 | -29 | -27 | 99* | -7 | -19 | 96* | 4 | 23 | 99* |
| CC(C)(C)/C(O)=C/c1nc2cc(Cl)ccc2oc1=O | 15 | 23 | -20 | 0 | 8 | -8 | 1 | 2 | -11 |

An excerpt from above in order of their number in M5 PAM, descending.
| smiles | M5 PAM |
| --- | --- |
| CC(C)(C)/C(O)=C/c1nc2cc(Cl)ccc2oc1=O | 15 |
| CC(C)N(Cc1nc(-c2ccccc2)no1)C(=O)c1ccc([N+](=O)[O-])cc1 | 0 |
| COCCn1c(CN(C)Cc2ccccc2)nc2c1c(=O)n(C)c(=O)n2C | -8 |

Screening results deposited in PubChem BioAssay by The Scripps Research Institute Molecular Screening Center.
